Bioassay records: PubChem BioAssay, several laboratories
CAL PDZ FP-1 = inhibitors of human CAL PDZ peptide binding; hit rate 0.02% among 330,000; inhibition, % at 20 µM; AID 504414; purified CAL PDZ, TMR-peptide fluorescence polarization, 1 h;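 active = highest replicate inhibition of at least 40%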;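 note: plate controls were DMSO neutral control wells for no effect and unlabeled competitor peptide control wells for full effect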
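Material: tagged CAL PDZ domain; buffer or medium: 25 mM sodium phosphate pH 7.4, 150 mM NaCl, TCEP, IgG, Thesit; compound dosing: single point, 20 µM; schedule: 1 h incubation at room temperature before polarization reading; measured by: FP readout, S and P plane fluorescence; read-out basis: percent inhibition from loss of millipolarization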
CAL PDZ FP-2 = blocks peptide binding to the human CAL PDZ domain; Q9HD26; purified CAL PDZ, TMR-peptide fluorescence polarization, 1 h; inhibition, % at 24.9 µM; hit rate 0.92% among 300,000; AID 602252;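 active = mean inhibition of at least 30% with at least half of replicates also reaching 30%; inconclusive = no clear call, values can overlap the other calls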;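 note: 0% = DMSO neutral control and 100% = excess unlabeled competitor peptide PRC23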
AddAB inh = less growth of phage-infected E. coli with AddAB; E. coli expressing H. pylori AddAB, absorbance growth; AID 435030; inhibition, % at 11.9 µM; hit rate 0.29% among 330,000; in the data active = inhibition above about 12%;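 note: 0% = vehicle wells of infected cells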
MITF TRPM1 HTS = MITF TRPM1 promoter activation in melanoma cells. SK-MEL-5 TRPM1-promoter luciferase, 24 h; % of positive control, neutral wells = 0. activation, % at 12.5 µM. hit rate 0.75% among 300,000. AID 588334;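 active = mean activation of at least 80% with every replicate also reaching 80%; inconclusive = mean reaches 80% but some replicate falls short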;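 note: 0% = neutral control wells and 100% = parthenolide positive control wells; values of inactives mirror those of a sister screen read the other way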
Tat export inh = E. coli Tat transport inhibition; E. coli MC4100 TorA-mCherry Tat export, fluorescence; inhibition, % at 10 µM; hit rate 0.036% among 340,000; AID 488895;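 active = mean replicate inhibition at least 50% and at least half of replicates individually reaching 50%; inconclusive = only one of the two criteria met; inactive = neither criterion met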;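 note: exported cargo escapes ClpAP degradation while cytoplasmic cargo is degraded and loses fluorescence; 0% = median of neutral control wells and 100% = median of NaSCN control wells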
SR-BI DiI-HDL act = enhances SR-BI lipid uptake from DiI-HDL | CHO ldlA[mSR-BI] cells, DiI-HDL uptake fluorescence, 3 h; 100 = double the neutral-control signal | activation, % at 12.5 µM | hit rate 0.096% among 320,000;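 active = mean replicate activation of at least 60% and every replicate at or above 60%; inconclusive = mean or all-replicate condition met, but not both; inactive = mean below 60% and not all replicates reaching 60%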;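 note: 0% = median plate neutral-control signal and 100% = twice that signal; values of inactives mirror those of a sister screen read the other way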
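system = CHO ldlA[mSR-BI] cells, LDL receptor-null, SR-BI overexpressing | medium = Ham's F12 with 0.5% BSA, HEPES 25 mM, pH 7.4 | probe or stimulus = DiI-HDL 10 µg/mL | compound dosing = single-point compound dose | incubation = compound exposure 3 h, 37 °C | technique = DiI fluorescence, bottom read | read-out = cell-associated DiI fluorescence as measure of HDL uptake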
SR-BI DiI inh = inhibitors of mouse SR-BI mediated HDL lipid uptake. ldlA[mSR-BI] CHO cells, DiI-HDL uptake fluorescence, 3 h. inhibition, % at 12.5 µM. hit rate 0.96% among 320,000. AID 488896;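 active = mean replicate inhibition of at least 70% and a set share of replicates each scoring 70 or more; inconclusive = meets just one of the two criteria; inactive = fails both criteria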;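 note: 0% = median of neutral control wells and 100% = median of positive control wells; values of inactives mirror those of a sister screen read the other way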
Target sequence (Q61009 whole entry, looked up): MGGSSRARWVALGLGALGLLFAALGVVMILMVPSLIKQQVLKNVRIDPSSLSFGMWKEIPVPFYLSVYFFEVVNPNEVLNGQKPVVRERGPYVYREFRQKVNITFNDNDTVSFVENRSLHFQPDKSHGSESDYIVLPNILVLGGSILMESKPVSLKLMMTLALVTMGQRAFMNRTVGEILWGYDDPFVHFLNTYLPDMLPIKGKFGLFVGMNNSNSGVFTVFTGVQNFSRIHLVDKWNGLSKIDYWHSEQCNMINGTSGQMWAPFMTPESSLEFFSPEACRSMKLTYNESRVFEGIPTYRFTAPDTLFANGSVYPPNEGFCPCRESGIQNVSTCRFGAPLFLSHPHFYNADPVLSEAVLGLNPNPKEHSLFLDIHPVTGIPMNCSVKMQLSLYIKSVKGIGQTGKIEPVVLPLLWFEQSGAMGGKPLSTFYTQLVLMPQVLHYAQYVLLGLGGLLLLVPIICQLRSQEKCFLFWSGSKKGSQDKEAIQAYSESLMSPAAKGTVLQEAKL
Wnt bcat act = activates Wnt/beta-catenin signaling in a reporter cell assay; activator, plate reader; activation, % at 9.35 µM; hit rate 1.2% among 300,000; AID 743398; in the data active = activation above about 30%, passing the limit was not always enough; inconclusive = no clear call, values can overlap the other calls;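 note: 0% = neutral control wells and 100% = positive control wells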
phage Ecoli inh = E. coli growth loss with phage present; growth absorbance; inhibition, % at 11.9 µM; hit rate 0.26% among 360,000; AID 651602; in the data active = inhibition above about 11%
Ecoli viability = bacterial growth inhibition, counter-screen for AddAB inhibitors; hit rate 0.27% among 330,000; E. coli V3065 growth, OD600 absorbance, 18 h; inhibition, % at 11.9 µM; AID 449728;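 active = inhibition above the campaign's mean inhibition across all tested compounds plus 3 SD, cut at about 9.9% in these data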;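 note: uninfected addAB+ strain grown without phage in ampicillin broth; 0% = DMSO wells and 100% = ciprofloxacin 0.95 µg/ml wells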
An asterisk follows results filed as active; ? = inconclusive; . = no result given; & = joins results of further samples.

Every second line gives: CAL PDZ FP-1	CAL PDZ FP-2	AddAB inh	MITF TRPM1 HTS	Tat export inh	SR-BI DiI-HDL act	SR-BI DiI inh	Wnt bcat act	phage Ecoli inh	Ecoli viability
O=C(CNC(=O)c1cccc(F)c1)OCC(=O)N1CCN(C(=O)c2ccco2)CC1
 : 0.1	4	3.7	10	-2	.	.	2	-0.9	2.9
Cc1cccnc1NC(=O)c1c(O)c2cccc3c2n(c1=O)CCC3
 : -2.2	3	-1.3	-24	-8	-10	10	-4	1.7	-2.2
COc1cc(-n2c(=O)c3ccccc3n(CC(=O)OCc3ccccc3)c2=O)cc(OC)c1OC
 : 0.5	5	0.8	-5	-2	2	-2	-4	2.7	-1.5
CC(C)(C)CN1CCN(Cc2c[nH]c3ccccc23)CC1CCO (centres undefined)
 : -1.5	-1	.	.	-1	8	-8	-1	-0.1	.
CCOc1ccc2nc(NC(=O)c3ccccn3)sc2c1
 : -4.4	-6	-3.7	-79	-1	.	.	12	-7.0	-8.8
Nc1cc(N)nc(SCC(=O)Nc2ccc3c(c2)OCCCO3)n1
 : -1.9	-5	5.3	31	-9	42	-42	-10	6.2	2.7
O=C(CSc1ccc2nnc(-c3cccnc3)n2n1)c1ccccc1
 : -2.4	6	-1.9	9	10	7	-7	0	3.6	0.8
COc1cccc(OCc2cc(C(=O)N(C)Cc3nccn3C)no2)c1
 : -1.9	-1	-0.7	?	0	13	-13	29	1.1	-1.0
O=[N+]([O-])c1ccc(/C=N/NC(=S)Nc2ccccc2)o1
 : 0.4	-5	5.2	-11	-11	-21	21	.	3.9	1.5
CCCCCn1c(=O)c(F)cn(Cc2ccc(OC)c([N+](=O)[O-])c2)c1=O
 : 0.6	1	-0.5	.	10	5	-5	.	1.4	-1.7
O=C1C2C3C=CC(C4CC34)C2C(=O)N1/N=C/c1ccc(-c2ccc([N+](=O)[O-])cc2)o1 (centres undefined)
 : -1.8	2	5.9	-19	-2	-17	26	-2&-1	3.9	2.2
Cc1cccc(C(=O)N2CCN(Cc3nc4sc5c(c4c(=O)[nH]3)CCCC5)CC2)c1
 : -1.0	6	2.0	-11	6	-33	33	-1	1.2	-0.8
CSc1cccc(NC(=O)CN(C)S(=O)(=O)c2ccccc2)c1
 : -2.1	-2	1.4	11	3	3	-3	-1	-0.2	-1.1
Cc1cccc(C)c1OC(=O)CSc1nnc(-c2ccccc2O)o1
 : -2.7	.	-0.7	1	0	-6	6	.	0.9	-2.4
CCc1noc(C)c1C(=O)N1CC(C)OC(C)C1 (centres undefined)
 : 0.6	-6	1.8	5	3	1	-1	-2	2.4	2.0

Additional entries:
Every second line gives: CAL PDZ FP-1	CAL PDZ FP-2	AddAB inh	MITF TRPM1 HTS	Tat export inh	SR-BI DiI-HDL act	SR-BI DiI inh	Wnt bcat act	phage Ecoli inh	Ecoli viability
Cc1cc(C)c(C)c(S(=O)(=O)NCc2ccc(C(=O)N3CCCCC3)cc2)c1C
 : 0.0	-1	1.8	5	-6	-45	45	.	1.4	-2.5
COC(=O)C1=C(N)OC2=C(C(=O)CCC2)C1c1ccc2c(c1)OCO2 (centres undefined)
 : -0.4	-6	1.5	-2	2	25	-25	0	2.3	-1.4
COc1ccc(Cl)cc1NC(=S)Nc1ccccc1C
 : -0.6	-2	2.0	-4	-1	-9	9	0	4.4	-2.2
CC(C)CC(=O)NC(=S)Nc1ccccc1F
 : 0.2	6	2.4	5	1	9	-9	-3	0.6	0.6
Cc1ccsc1/C=N/n1cnc2sc(C)c(C)c2c1=O
 : -1.0	4	2.2	61	-2	13	-13	10	1.8	2.2
O=C1CC(C(=O)Nc2ccc(C(=O)N3CCOCC3)cc2)C2(CCCCC2)O1 (centres undefined)
 : -0.1	-6	1.4	10	-2	30	-30	.	3.6	-0.9
COc1ccc(OC)c(NC(=O)NCc2cccnc2)c1
 : 0.7	-6	-0.2	-2	?	7	-7	-1	0.5	-0.8
CCCC(=O)Nc1cc(OC)c(NC(=O)NC2CCCCC2)cc1OC
 : -2.0	-1	1.6	13	-7	-63	63	.	1.8	0.1
Cc1cc(N2CCOCC2)nc2ccc(NC(=S)NCCN(C)C)cc12
 : 0.4	-3	1.2	-8	12	-51	51	1	-0.2	1.0
CCOC(=O)c1ccc(NCc2nc3ccccc3[nH]2)cc1
 : -1.0	.	-3.2	57	-1	-8	8	?	1.9	0.7
C[C@H](CO)N1C[C@H](C)[C@@H](CN(C)S(=O)(=O)c2ccccc2)Oc2ccc(NC(=O)C3CC3)cc2C1=O
 : -1.0	-5	8.6	-2	4	9	-9	0	0.7	1.1
O=[N+]([O-])c1ccc(-n2ccnc2)cc1
 : -0.9	.	1.3	.	2	8	-8	3	4.6	-1.3
CC(=O)c1c(-c2ccc(Cl)cc2Cl)noc1C
 : 0.2	1	0.2	.	8	6	-6	9	-2.1	1.6
OCCN1CCN(C(=S)c2ccc(Cl)c(Cl)c2)CC1
 : -0.5	-1	-0.3	6	-10	16	-16	-4	1.6	-4.9
CC(C)COc1ccc(C(=O)CCN2CCCCC2)cc1
 : 0.5	-2	5.5	-1	10	1	-1	.	3.4	1.1

(continued)
Every second line gives: CAL PDZ FP-1	CAL PDZ FP-2	AddAB inh	MITF TRPM1 HTS	Tat export inh	SR-BI DiI-HDL act	SR-BI DiI inh	Wnt bcat act	phage Ecoli inh	Ecoli viability
OC1CCN(Cc2nc(Cc3ccccc3Cl)no2)CC1
 : -1.6	-1	1.0	20	-1	21	-21	-2	3.8	-2.1
CCN(CC)CC(=O)c1c(N)n(Cc2ccccc2)c(=O)n(C)c1=O
 : 0.5	4	-2.0	7	-4	0	0	-2	3.2	-0.5
Cc1ccc(CNC(=O)COC(=O)c2ccc(S(=O)(=O)N3CCOCC3)cc2)cc1
 : 0.2	-2	-0.1	-3	7	-33	33	0	2.0	1.9
COC(=O)C(C(=O)OC)c1ncc(C(F)(F)F)cc1Cl
 : -1.3	5	4.3	0	4	5	-5	-1	-0.3	1.1
CN(C(=O)CSc1nnc(-c2cccs2)o1)C1CCS(=O)(=O)C1 (centres undefined)
 : -1.1	-3	0.4	5	-3	18	-18	2	2.3	-0.9
Cc1cccc(-n2ncc3c(N4CCC(C)CC4)ncnc32)c1
 : -1.6	.	-0.1	49	5	-6	6	38*	3.1	-2.1
COc1ccc2c(CC(=O)N[C@@H](Cc3ccccc3)C(=O)O)cc(=O)oc2c1C
 : -3.3	-2	.	-1	2	3	-3	1	2.5	.
CC(C)OCCCNC(=O)c1cn(C)c2ccc(S(=O)(=O)N3CCCC3)cc2c1=O
 : 0.2	.	2.8	-2	-1	-4	4	2	1.7	-0.1
COCCn1c(-c2ccccc2)nc2oc3ccccc3c(=O)c2c1=O
 : -0.5	-4	-1.0	.	15	-5	5	-3	4.0	-1.8
CC1=C/C(=N\NC(=O)c2ccccc2)CC1
 : -0.3	-2	0.2	12	7	-6	6	.	2.7	-0.3
Cc1ccc([N+](=O)[O-])cc1N(CC(=O)Nc1ccc(S(=O)(=O)Nc2cccc(C(F)(F)F)c2)cc1)S(C)(=O)=O
 : -2.3	.	-0.5	-9	-8	25	-25	.	4.5	0.5
C=C(C)CSc1nc2ncccc2[nH]1
 : -1.2	.	4.7	6	-2	40	-40	.	-0.5	1.1
COc1ccc(/C=C/C=C2\N=C(SC)SC2=O)cc1
 : 0.5	-2	3.6	-5	6	11	-11	0	3.9	-0.7
CCc1c(C)c2ccc(OC(C)C(=O)NC(Cc3c[nH]c4ccc(O)cc34)C(=O)O)c(C)c2oc1=O (centres undefined)
 : -0.2	-2	3.7	3	1	-10	10	2	0.5	3.9
Cc1ccc2nc3c(c(C(=O)O)c2c1)CCC3
 : -0.3	-4	2.1	13	-2	24	-24	.	2.2	1.1

Remaining list, next part.
Every second line gives: CAL PDZ FP-1	CAL PDZ FP-2	AddAB inh	MITF TRPM1 HTS	Tat export inh	SR-BI DiI-HDL act	SR-BI DiI inh	Wnt bcat act	phage Ecoli inh	Ecoli viability
c1ccc2c(Cn3nnc4ccccc43)cccc2c1
 : -2.2	0	1.8	-11	21	17	-17	.	1.5	2.4
Cc1ccc(C)c(NC(=O)CN(C)C(=O)CN2C(=O)NC3(CCc4ccccc43)C2=O)c1 (centres undefined)
 : -1.6	-4	1.1	1	-2	2	-2	-2	2.4	-3.1
CC(C)OP(=O)(OC(C)C)C(Nc1ccc([N+](=O)[O-])cc1)c1cccc([N+](=O)[O-])c1 (centres undefined)
 : -0.1	-1	2.7	.	8	-8	8	-2	1.8	-0.3
Cc1c(C(=O)O)sc2nc(-c3cccs3)cc(C(F)(F)F)c12
 : -5.0	0	1.4	-2	0	.	.	3	4.0	0.1
Clc1cc(/C=N\NC2=NCCN2)cc(Cl)n1
 : .	.	1.0	.	.	.	.	0	2.0	0.8
CCN(CC)c1ccc(C(=O)N/N=C/c2ccccc2OC(F)F)cc1
 : -0.4	4	6.5	11	-3	-86	86*	4	9.6	-0.6
Cc1cccc(NC(=O)CN2CCN(C(=O)C(C)Oc3ccc(C#N)cc3)CC2)c1C (centres undefined)
 : -0.2	.	-0.3	0	1	-32	32	-4	0.6	1.8
Nc1nc2cc(Cl)c(Br)cc2o1
 : 0.2	0	.	13	19	5	-5	-3	2.7	.
CCc1cc2cc(C)cc(C)c2nc1SCC(=O)N1CCN(C(=O)c2ccco2)CC1
 : -1.5	.	1.8	.	1	-16	16	-5	2.9	2.6
CC1C(=O)OC(c2ccc(Br)cc2)C(C)(C)C1=O (centres undefined)
 : -0.2	.	1.6	1	-1	-11	11	3	-0.5	0.5
COc1ccc(C(=O)Nc2ccc(-c3nnn(CC(=O)NCc4ccco4)n3)cc2)cc1
 : -0.6	-1	1.9	-5	-1	.	.	1	-2.0	-0.6
CC(=O)NC(=S)Nc1ccc(NC(=O)COc2ccc(C(C)C)cc2)cc1
 : -1.5	-4	-1.8	-6	-6	-59	59	.	2.7	-3.6
O=C(O)CCCN=Cc1c(O)c2ccccc2oc1=O
 : -0.3	15	1.3	-4	0	33	-33	-2	2.4	-1.8
O=C(NNC1CC(=O)N(c2ccc(Br)cc2)C1=O)c1ccco1 (centres undefined)
 : 0.0	-2	-0.7	1	6	11	-11	-1	3.2	-3.3
COc1cc(CN(C)Cc2cc(=O)n3ccsc3n2)ccc1OC(F)F
 : -3.4	2	3.4	-13	6	4	-4	0	1.7	1.4
CCOC(=O)c1cc(-c2ccc(/C=C3/C(=O)NC(=O)C(C#N)=C3C)o2)ccc1Cl
 : -2.8	-3	0.2	9	3	10	-10	-1	4.2	-0.9
COc1cc(S(=O)(=O)N(Cc2cccs2)C2CC2)ccc1-n1cnnn1
 : -1.5	-1	0.4	-1	4	-3	3	-4	4.0	0.4
Cc1ccc(OCCCC(=O)Nc2ccccc2C(F)(F)F)cc1
 : -1.5	-1	1.0	11	-1	-9	9	.	2.1	-1.5
